# Bioassay records from PubChem BioAssay.
# Insulin prom inh = TRM-6 insulin promoter activity inhibition | TRM-6 cells (human fetal islet line), insulin promoter-eGFP reporter, imaging; reporter expression induced with tamoxifen | inhibition, % at 2 µM | 130,000 compounds, 0.9% hits;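 active = inhibition above the mean plus 3 SD, with well images judged a real hit on visual review, cut at about 60% in these data, passing the limit was not always enough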
# SDO1 yeast rescue = restores growth of sdo1-depleted yeast | S. cerevisiae sdo1-depleted JHY4D growth rescue, OD600 30 h; hits give high values; pdr5 snq2 efflux-pump mutant strain | z-score at 10 µM | 140,000 compounds, 0.21% hits;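 active = z-score above 3 at both the 24 hr and the 30 hr optical density reads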;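 also: z-score against mean and SD of all compound wells on the same plate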
# SDO1 yeast rescue Rescue 24 h = second read-out of SDO1 yeast rescue, no call of its own (marks repeat the call); z-score; S. cerevisiae sdo1-depleted JHY4D growth rescue, OD600; measured here: growth rescue at 24 h;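 0 is the plate mean of compound wells and units are plate SD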
# Numbers without * were called inactive; / = no result given.
nr | SMILES | Insulin prom inh | SDO1 yeast rescue | SDO1 yeast rescue Rescue 24 h
1 | COc1ccc(C)cc1NC(=O)CN1CCN(CC(=O)Nc2ccccc2F)CC1 | 38 | -0.58 | -0.09
2 | N#Cc1nc(-c2cccs2)oc1NCc1ccc2c(c1)OCO2 | / | -2 | -2
3 | Cc1occc1-c1nnc(SCC(=O)N(C)C)o1 | 25 | 1 | 0.34
4 | O=C(CSc1nc(-c2ccco2)cc(C(F)(F)F)n1)N1CCN(c2ccc(Cl)cc2)CC1 | 42 | -0.94 | -1.2
5 | CCN(C(=O)Cn1c(=O)oc2ccccc21)C1CCS(=O)(=O)C1 (configuration not stated) | 38 | 0.44 | -0.32
6 | Cc1cccnc1NC(=O)c1c(O)c2cccc3c2n(c1=O)CCC3 | / | -2.1 | -1.4
7 | CCC(=O)Nc1nnc(C)s1 | -81 | -0.06 | -0.66
8 | Cc1ccc(S(=O)(=O)NCCOCCNS(=O)(=O)c2ccc(C)cc2)cc1 | / | 0.79 | 0.77
9 | O=C(O)c1ccc(NCc2nc3ccccc3n2CCOc2ccccc2Cl)cc1 | 11 | / | /
10 | Cc1cc(C)n2nc(SCC(=O)c3cc(C)n(-c4cc(C)on4)c3C)nc2n1 | / | -0.64 | 0.55
11 | CC(C)c1ccccc1-n1c(SCc2cc(=O)oc3ccc4ccccc4c23)nnc1-c1cccnc1 | / | -1.3 | -1.1
12 | O=C1c2ccccc2C(=O)c2c1cccc2N1CCN(Cc2ccccc2)CC1 | / | -0.71 | -0.75
13 | CSc1ccc(NC(=O)NCCN2CCc3ccccc3C2)cc1 | 35 | 2.4 | 1.6
14 | COc1ccc(-n2nc(C(=O)NCC(=O)NCC3CCCO3)c3ccccc3c2=O)c(OC)c1 (configuration not stated) | 64 | -0.76 | -1.2
15 | CCn1cc(Br)c(C(=O)NN)n1 | 3 | 0.37 | -0.52
16 | O/N=C1\CCC\C1=C/c1ccco1 | / | -0.75 | -1.2
17 | COc1ccc(C(=O)c2no[n+]([O-])c2C(=O)c2ccc(OC)cc2)cc1 | 18 | -0.2 | -0.88
18 | COc1ccc(S(=O)(=O)Nc2ccc(NC(C)=O)cc2)cc1 | -51 | 0.72 | 0.65
19 | O=C(Cc1ccc(Cl)cc1Cl)OCC(=O)N1CCN(C(=O)c2ccco2)CC1 | 5 | / | /
20 | O=C(c1ccco1)N1CCN(C(c2cccs2)c2sc3ncnn3c2O)CC1 (configuration not stated) | / | 0.42 | -0.35
21 | CCCCCCn1c(NCC)nc2c1c(=O)n(C)c(=O)n2C | -46 | -1.5 | -1.3
22 | Cc1cc(C)nc(N(C#N)Cc2ccccc2Cl)n1 | / | -1 | -0.11
23 | COc1ccc(CNC(=O)/C=C/c2ccc(OCCCF)cc2)cc1OC | 27 | -1.4 | -1.3
24 | Cc1c(CCO)c(=O)n(C)n1C(=O)c1ccc(Cl)cc1 | -153 | -0.88 | -0.96
25 | O=c1[nH]c2cc(Br)cnc2nc1/C=C(\O)c1ccc(F)cc1 | -20 | -0.61 | -1

# Shown screen by screen: 19 of the compounds above
3: Cc1occc1-c1nnc(SCC(=O)N(C)C)o1
4: O=C(CSc1nc(-c2ccco2)cc(C(F)(F)F)n1)N1CCN(c2ccc(Cl)cc2)CC1
5: CCN(C(=O)Cn1c(=O)oc2ccccc21)C1CCS(=O)(=O)C1 (configuration not stated)
6: Cc1cccnc1NC(=O)c1c(O)c2cccc3c2n(c1=O)CCC3
7: CCC(=O)Nc1nnc(C)s1
8: Cc1ccc(S(=O)(=O)NCCOCCNS(=O)(=O)c2ccc(C)cc2)cc1
9: O=C(O)c1ccc(NCc2nc3ccccc3n2CCOc2ccccc2Cl)cc1
10: Cc1cc(C)n2nc(SCC(=O)c3cc(C)n(-c4cc(C)on4)c3C)nc2n1
11: CC(C)c1ccccc1-n1c(SCc2cc(=O)oc3ccc4ccccc4c23)nnc1-c1cccnc1
12: O=C1c2ccccc2C(=O)c2c1cccc2N1CCN(Cc2ccccc2)CC1
13: CSc1ccc(NC(=O)NCCN2CCc3ccccc3C2)cc1
14: COc1ccc(-n2nc(C(=O)NCC(=O)NCC3CCCO3)c3ccccc3c2=O)c(OC)c1 (configuration not stated)
assay / entry	3	4	5	6	7	8	9	10	11	12	13	14
Insulin prom inh	25	42	38	/	-81	/	11	/	/	/	35	64
SDO1 yeast rescue	1	-0.94	0.44	-2.1	-0.06	0.79	/	-0.64	-1.3	-0.71	2.4	-0.76
SDO1 yeast rescue Rescue 24 h	0.34	-1.2	-0.32	-1.4	-0.66	0.77	/	0.55	-1.1	-0.75	1.6	-1.2

15: CCn1cc(Br)c(C(=O)NN)n1
16: O/N=C1\CCC\C1=C/c1ccco1
17: COc1ccc(C(=O)c2no[n+]([O-])c2C(=O)c2ccc(OC)cc2)cc1
18: COc1ccc(S(=O)(=O)Nc2ccc(NC(C)=O)cc2)cc1
19: O=C(Cc1ccc(Cl)cc1Cl)OCC(=O)N1CCN(C(=O)c2ccco2)CC1
20: O=C(c1ccco1)N1CCN(C(c2cccs2)c2sc3ncnn3c2O)CC1 (configuration not stated)
21: CCCCCCn1c(NCC)nc2c1c(=O)n(C)c(=O)n2C
assay / entry	15	16	17	18	19	20	21
Insulin prom inh	3	/	18	-51	5	/	-46
SDO1 yeast rescue	0.37	-0.75	-0.2	0.72	/	0.42	-1.5
SDO1 yeast rescue Rescue 24 h	-0.52	-1.2	-0.88	0.65	/	-0.35	-1.3

# (continued)
nr | SMILES | Insulin prom inh | SDO1 yeast rescue | SDO1 yeast rescue Rescue 24 h
26 | CCNCC(O)COCC(O)CNCC (configuration not stated) | 27 | 1 | -0.16
27 | Nc1nonc1C(=O)NCCNCc1ccccc1 | / | -0.03 | -0.37
28 | Cc1ccc(S(=O)(=O)ON2C(=O)c3ccccc3C2=O)c(C)c1 | 9 | -1.7 | -1.3
29 | Cc1cc(C)n(-c2nc(-c3cccc(Cl)c3)cs2)n1 | -29 | -1.5 | -1.4
30 | CCCCCCCCNC(=O)/C(C#N)=C/c1ccc(SC)cc1 | 7 | -0.17 | -0.1
31 | Clc1ccc(OCc2nn3c(-c4ccco4)nnc3s2)c(Cl)c1 | / | -2 | -1.7
32 | CC1=CC(=O)c2ccccc2C1=O | 50 | 1.2 | 1.1
33 | CCOC(=O)c1sc2nc(CC(=O)OC)nc(NCCN(CC)CC)c2c1C | -45 | 0.33 | 0.66
34 | CCN(CC)CCCN(Cc1cc2cc(OC)ccc2[nH]c1=O)C(=O)Nc1ccc(F)cc1 | 24 | 2.1 | 1.6
35 | CCOc1ccc(CCNC(=O)CSc2cc(=O)n(CC)c3ccccc23)cc1OCC | -62 | 0 | -0.04
36 | O=C(CN(CCc1ccccc1)C(=O)CN1C(=O)COc2ccccc21)NCc1ccco1 | -39 | -0.26 | -0.94
37 | COC(=O)c1ccc(NC(=O)Nc2ccc(OC)cc2)cc1 | -21 | / | /
38 | Brc1ccc2[nH]c3c(N4CCc5ccccc5C4)ncnc3c2c1 | -36 | -1.5 | -1.3
39 | O=C(Nc1ccc2ncccc2c1)c1ccccc1Cl | -5 | / | /
40 | Cc1cc(C(=O)N/N=C/c2ccc[nH]2)no1 | 23 | 2.1 | 2.2
41 | Cc1cc(C)c(NC(=O)C(=O)NCc2ccco2)c(C)c1 | -38 | / | /
42 | O=C(CCc1nnc(-c2ccc3c(c2)OCO3)o1)NC(c1cccnc1)C(F)(F)F (configuration not stated) | -25 | / | /
43 | CCCN(CCC)C(=O)c1cc2c(=O)[nH]c3ccc(C)cc3c2s1 | 6 | / | /
44 | COc1ccccc1-c1cc(C(=O)N/N=C/c2sccc2C)c2ccccc2n1 | / | -0.82 | -0.29
45 | COc1ccc2c(c1)c1nc3n(c(=O)c1n2CC(=O)Nc1cc(C)[nH]n1)CCS3 | 30 | / | /
46 | CSc1nnc(C)c(=O)n1COC(=O)c1ccccc1 | 33 | / | /
47 | CC1=Nn2c(nnc2-c2ccccn2)SC1 | 12 | -0.05 | -0.17
48 | C=CCn1c(=O)c2c(nc3n2CCS3)n(C)c1=O | / | 0.47 | -0.38
49 | Cn1cc(CNC(=O)C23CC4CC(CC(C4)C2)C3)cn1 | 5 | -0.03 | -0.3
50 | Cc1ccc(-n2ncc(Br)c(Br)c2=O)cc1 | -400 | / | /
51 | Cc1cc(=O)n(C)c(=O)n1CCCCCCOc1ccc([N+](=O)[O-])cc1 | 6 | 0.86 | 0.64
52 | COc1ccc2ccccc2c1C1CC(=O)N2CN(Cc3ccco3)CSC2=C1C#N (configuration not stated) | / | 0.42 | -0.53
53 | CCOc1cc(C2C(C(=O)OC(C)C)=C(C)N=C3SCCC(=O)N32)ccc1OC(C)=O (configuration not stated) | 56 | -0.73 | -0.51
54 | Cc1ccc(OCC(=O)N/N=C\c2ccc(-c3cccc(C(=O)O)c3)o2)c(C)c1 | / | -0.04 | -1
55 | CSC(=NCc1ccc(F)cc1)NS(=O)(=O)c1cccs1 | 53 | 0.54 | 1.1
56 | O=C(CSc1nncs1)Nc1ccc(Cl)cn1 | / | 1.1 | 0.92
57 | CS(=O)(=O)N(CC(=O)NC1CCCC1)c1ccc2c(c1)OCCO2 | -5 | 1.5 | 0.67
58 | CCCC(=O)Nc1cc(-c2nnc(OC)c3ccccc23)ccc1N1CCCCC1 | / | -1.6 | -0.85
59 | CC1CCCN(Cc2nc3c(c(=O)n(C)c(=O)n3C)n2CC(=O)c2ccccc2)C1 (configuration not stated) | / | -1.8 | -1.8
60 | C=CCn1c(SCc2ccc(C#N)cc2)nnc1-c1cccc(Cl)c1 | 38 | -1.1 | -1.4
61 | CCCc1cc(C(=O)Nc2cc(C)on2)no1 | / | 0.85 | 0.6
62 | CCNC(=S)Nc1ccc(N(c2ccccc2)C(C)C)cc1 | -20 | -0.28 | -0.61
63 | Cc1ccc(NC(=O)Cn2nnc(-c3ccccc3-n3cnnn3)n2)c(C)c1 | -129 | / | /
64 | CC(c1n[nH]c(=S)n1-c1ccc(F)cc1)N1CCCCC1 (configuration not stated) | -2 | / | /
65 | COc1ccc(-n2cc(CNC(C)c3ccncn3)c(-c3cccc(F)c3)n2)cc1 (configuration not stated) | -14 | / | /
66 | O=C(CSCc1ccccc1Cl)N/N=C/c1ccco1 | -55 | / | /
67 | Cc1cc(C(=O)CN2C(=O)c3ccccc3S2(=O)=O)c(C)n1CC1CCCO1 (configuration not stated) | 6 | 0.13 | 0.48
68 | CCN(CC)c1ccc(C=NCCc2ccc(S(N)(=O)=O)cc2)cc1 | 33 | / | /
69 | CCC(=O)Nc1cccc(NC(=S)NC(=O)c2cccs2)c1 | 14 | 0.39 | 0.74
70 | CCOC(=O)c1sc2ccccc2c1OC(=O)c1ccccc1 | 11 | -1.4 | -1.2
71 | CCOC(=O)N1CCN(c2cc(N)c([N+](=O)[O-])cc2F)CC1 | -37 | 0.4 | -0.19
72 | CC1CCCCN1C(=O)NC12CC3CC(CC(C3)C1)C2 (configuration not stated) | 10 | 0.68 | 0.53
73 | Cc1ccccc1NC(=O)c1ccc(S(=O)(=O)C(F)F)cc1 | 3 | -0.01 | -0.6
74 | CN1/C(=C\C=C(/C#N)C(=O)Nc2ccccc2F)C(C)(C)c2ccccc21 | -59 | 0.9 | 1.5
75 | CC(C)c1ccccc1NC(=S)N1CCN(Cc2ccc3c(c2)OCO3)CC1 | 16 | / | /

# More compounds.
nr | SMILES | Insulin prom inh | SDO1 yeast rescue | SDO1 yeast rescue Rescue 24 h
76 | Cc1nn(C2CCS(=O)(=O)C2)c(C)c1C=O (configuration not stated) | 49 | / | /
77 | COCCCNC(=O)CCCn1c(=O)c2ccccc2n(Cc2cccc([N+](=O)[O-])c2)c1=O | -71 | / | /
78 | O=C(O)C1C2C=CC(O2)C1C(=O)NCCc1cccc(Cl)c1 (configuration not stated) | 28 | / | /
79 | O=C1COc2ccc3ccccc3c2CN1 | -65 | 0.13 | 1
80 | Cc1nnc(SCc2cc(=O)[nH]c(N3CCN(C)CC3)n2)s1 | -57 | 1.5 | 0.81
81 | CC(=O)Nc1ccc(S(=O)(=O)NC2(C(F)(F)F)C(=O)Nc3c2c(=O)[nH]c(=O)n3C)cc1 (configuration not stated) | 14 | -0.15 | -0.54
82 | CC(=O)N(/N=C1\Sc2ccccc2C1=O)c1cccc(C)c1 | -3 | -1.6 | -1.1
83 | S=C(Nc1ccccn1)NC1CCCC1 | -18 | / | /
84 | Cc1ccc2nc(/N=C(\N)NC(=O)N3c4ccccc4Sc4ccccc43)nc(C)c2c1 | 8 | -0.03 | 0.89
85 | O=C(N/N=C/c1ccc(Br)s1)c1ccccc1[N+](=O)[O-] | 12 | -0.55 | -0.78
86 | CC(=O)Nc1ccc(S(=O)(=O)N2CCN(CC(O)COc3ccc4ccccc4c3)CC2)cc1 (configuration not stated) | -18 | 0.07 | -0.54
87 | Cc1cc(Cl)c(S(=O)(=O)NCc2ccccc2)cc1OCC(N)=O | 23 | -0.17 | -0.15
88 | O=C(N/N=C/c1ccccc1O)/C(=C/c1ccccc1)CCO | 32 | 0.12 | -0.51
89 | O=C(NNc1nc2ccccc2s1)c1ccccc1F | 14 | 0.14 | 0.42
90 | COc1nc(SC)nc(Cl)c1Cc1ccc(OC(C)C)cc1 | -62 | 0.4 | 0.03
91 | Cc1cccc2cc(CN(CCCO)C(=O)Nc3cccc(Cl)c3)c(=O)[nH]c12 | 29 | -0.2 | 0.56
92 | O=C(CN1C(=O)c2ccccc2S1(=O)=O)N1CCc2ccccc21 | -356 | 0.01 | -0.8
